# HCMV antiviral: human cytomegalovirus inhibition. HFF cells, HCMV-luciferase reporter, 72 h; hits give low values. activity change, negative = inhibition, % at 57.5 µM. 4.5% of 410,000 active. AID 1259415; in the data active = activity change below about -60%; inconclusive = no clear call, values can overlap the other calls; inactive = above about -39%
#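 After 16 h attachment at 37C, HFF cells received test compound and HCMV-luciferase (1 PFU/cell); reporter luminescence read 72 h later, data normalized against buffer-only and known inhibitor Salinomycin.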
# HCV inh: inhibitors of hepatitis C virus infection; Huh7.5.1 HCVcc-Cre infection, luciferase reporter, 44 h; Potency, µM (top dose mostly 41.8 µM), without a hit: at the top dose activity change, negative = inhibition, most hits filed as inhibitors; 3.4% of 340,000 active; also: potency is read from the fitted curve at half-maximal effect
#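 HCVcc-Cre virus at an moi near 0.5 was added right after compound to cells cultured 4 h from seeding (1,000 cells/well). Luciferase activity was determined 44 h later, 15 min after substrate addition at RT.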
# AmpC no deterg: inhibitors of E. coli AmpC beta-lactamase without detergent. P00811. AmpC nitrocefin hydrolysis, absorbance 480 nm, 0.0001% Triton. Potency, µM (titrated, usually from 57.1 µM), without a hit: at the highest dose activity change, negative = inhibition, hits mostly inhibitors. 0.52% of 330,000 active;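 also: potency is read from the fitted curve at half-maximal effect; plate controls were no compound for no effect and no enzyme for full effect; nearly all actives have a fitted effect of over 20% in size; some results filed as inactive show a strong effect at the top dose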
# Target sequence (P00811 whole entry, looked up): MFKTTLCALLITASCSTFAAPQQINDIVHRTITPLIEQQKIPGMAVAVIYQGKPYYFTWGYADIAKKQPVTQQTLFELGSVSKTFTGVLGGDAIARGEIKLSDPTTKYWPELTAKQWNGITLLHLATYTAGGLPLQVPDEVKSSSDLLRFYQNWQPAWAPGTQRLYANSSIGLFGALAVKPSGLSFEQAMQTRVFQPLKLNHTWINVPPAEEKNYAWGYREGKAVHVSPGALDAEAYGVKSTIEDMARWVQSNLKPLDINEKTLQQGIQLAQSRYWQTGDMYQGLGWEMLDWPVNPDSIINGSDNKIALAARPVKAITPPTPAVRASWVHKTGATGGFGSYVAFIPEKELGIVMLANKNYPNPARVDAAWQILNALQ
#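 AmpC (5.3 nM in the dispensed reagent) in 20 mM phosphate pH 7.0 with 0.01% (detergent screen) or 0.0001% Triton X-100 was preincubated with compounds for 15 min at room temperature. Nitrocefin was then added from an 800 uM solution, and hydrolysis was followed at 480 nm.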
# TbPYK inhibitor: T. brucei pyruvate kinase inhibition | AID 624173 | Potency, µM (series often up to 76.8 µM), for inactives: at the highest dose activity, negative = inhibition, hits mostly inhibitors | Q57TT1 | TbPYK enzyme, Kinase-Glo Plus ATP luminescence, 45 min | 0.12% of 410,000 active; also: potency is read from the fitted curve at half-maximal effect; nearly all actives have a fitted effect of over 50% in size
#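 Assay buffer: 50 mM TEA pH 7.2, 100 mM KCl, 10 mM MgCl2, 0.05% BSA, 0.01% Tween-20. Pyruvate kinase from T. brucei plus substrate met compound, then ADP (130 uM final). Luminescence was read post 45 min RT.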
# LmPK inh: inhibitors of Leishmania mexicana pyruvate kinase; Q27686; purified LmPK, Kinase-Glo ATP luminescence, 1 h; Potency, µM (titrated, usually from 57.5 µM), for inactives: at the top dose activity change, negative = inhibition, most hits filed as inhibitors; 0.37% of 290,000 active; AID 1721; also: potency is read from the fitted curve at half-maximal effect
# Target sequence (Q27686 whole entry, looked up): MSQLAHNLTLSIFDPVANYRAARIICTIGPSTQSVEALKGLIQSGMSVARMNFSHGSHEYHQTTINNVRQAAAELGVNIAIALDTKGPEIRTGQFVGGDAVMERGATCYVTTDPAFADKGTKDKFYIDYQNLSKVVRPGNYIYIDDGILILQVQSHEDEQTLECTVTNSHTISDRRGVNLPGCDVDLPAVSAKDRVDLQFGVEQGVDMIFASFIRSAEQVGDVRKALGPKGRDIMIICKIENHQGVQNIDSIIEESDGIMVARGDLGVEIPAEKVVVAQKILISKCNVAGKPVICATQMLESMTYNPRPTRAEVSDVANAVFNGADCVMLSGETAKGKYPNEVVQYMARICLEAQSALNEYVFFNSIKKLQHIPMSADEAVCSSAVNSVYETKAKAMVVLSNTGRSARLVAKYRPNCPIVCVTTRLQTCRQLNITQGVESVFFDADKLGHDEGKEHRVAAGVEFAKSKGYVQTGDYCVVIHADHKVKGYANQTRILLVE
#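 0.1 nM LmPK, 0.5 mM PEP, 0.1 mM ADP; 50 mM imidazole pH 7.2, 7 mM MgCl2, 50 mM KCl; 1 h RT. Kinase-Glo luminescence readout, normalized to no-enzyme (full inhibition) and uninhibited wells.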
# AMA1-RON2 inh: disrupts binding of P. falciparum AMA1 to RON2 | AlphaScreen AMA1-biotinylated RON2 peptide binding | Potency, µM (titrated, usually from 58.2 µM), for inactives: top-dose activity change, negative = inhibition, usual class: inhibitors | 0.2% of 360,000 active | AID 720542;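 also: potency is read from the fitted curve at half-maximal effect; 0% = vehicle wells and -100% = peptide control; nearly all actives have a fitted effect of over 45% in size; some results filed as inactive show a strong effect at the top dose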
#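 AMA1 (3D7) with his tag at 25 nM final met compounds first, then biotinylated RON2 peptide at 25 nM; detection used donor plus acceptor beads, 10 µg/mL apiece, read by AlphaScreen after 30 min at room temperature.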
# AmpC detergent: blocks E. coli AmpC beta-lactamase in detergent assay. AID 485294. P00811. 0.041% of 370,000 active. Potency, µM (doses to about 114 µM), without a hit: at the highest dose activity change, negative = inhibition, actives largely listed as inhibitors. AmpC hydrolysis of nitrocefin, absorbance 480 nm, 0.01% Triton;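 also: potency is read from the fitted curve at half-maximal effect; 0% = no-compound wells and -100% = no-enzyme wells; nearly all actives have a fitted effect of over 25% in size; some results filed as inactive show a strong effect at the top dose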
#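 AmpC (5.3 nM in the dispensed reagent) in 20 mM phosphate pH 7.0 with 0.01% (detergent screen) or 0.0001% Triton X-100 was preincubated with compounds for 15 min at room temperature. Nitrocefin was then added from an 800 uM solution, and hydrolysis was followed at 480 nm.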
# Active calls of the source: *; ? = inconclusive; / = not tested or not shown; [ ] = another dose, or the depositor's remark. Unless noted, calls follow the shape of the dose curve; as a rule, active = well fitted curve in the direction sought with a large enough effect; inconclusive = small, poorly fitted or top-dose-only effect, or another doubt; inactive = no such curve, though single readings can be large; an effect the other way counts as inactive or inconclusive. Unless noted, % is scaled to controls: 0 for no effect and ±100 for the full control effect.
Molecule,HCMV antiviral,HCV inh,AmpC no deterg,TbPYK inhibitor,LmPK inh,AMA1-RON2 inh,AmpC detergent
O=C(c1ccc(Cl)cc1)N1CCN(c2ncccn2)CC1,23,23%,-7%,-8%,-5%,0%,-17%
CCCN(C(=O)c1ccco1)c1nnc(-c2cccc(C)c2)s1,56,?,-12%,0%,-1%,-6%,-4%
CC1CCN(CCCCOc2ccccc2F)CC1,18,-21%,-5%,-16%,-2%,-10%,?
CCOC(=O)c1cc2sccc2n1CCCN1C(=O)c2ccccc2C1=O,?,-16%,28%,1%,0%,22%,?
COC(C(=O)Nc1cccc([N+](=O)[O-])c1)c1ccccc1 (configuration not stated),23,0%,-19%,2%,5%,-8%,3%
COc1ccc(-c2nsc(SCC(=O)NCC3CCCO3)n2)cc1 (configuration not stated),-77*,-24%,15%,-10%,0%,7%,0%
Cc1nc(-c2ccccc2)sc1-c1ccc(SCC(=O)Nc2ccc(F)cc2F)nn1,-12,/,/,-5%,/,/,-8%
OCC[C@H]1C[C@H](O)[C@@H](O)[C@]2(CCCO2)O1,16,5%,/,-6%,/,-6%,/
CCSC1=C(C#N)C(c2ccc(C)o2)CC(=O)N1 (configuration not stated),16,19%,-15%,-16%,-1%,-2%,2%
Cc1noc(C)c1S(=O)(=O)Nc1ccc(C(=O)N2CCC(C)CC2)cc1,/,/,-3%,/,-4%,/,-2%
Cc1ccc(-n2ncc3c2CCCC3NC(=O)c2csnn2)cc1C (configuration not stated),?,-8%,60%,7%,3%,16%,?
O=C(NN1C(=O)/C(=C/c2ccc(O)c(O)c2)SC1=S)c1ccccc1,18,-15%,-40%,?,-17%,?,-10%
CCN(CC)CCCC(C)n1c(C)cc(C(=O)NS(=O)(=O)c2ccc(C)cc2)c1C (configuration not stated),-22,/,/,-10%,/,-8%,/
O=C(Nc1ccc(F)cc1)Nc1ccc(Oc2ncnc3cc(Cl)ccc23)nc1,-7,12%,-25%,5%,2%,12%,-5%
CC[C@@]12C(=O)N(c3ccc(OC)cc3)C(=O)N1[C@H](c1ccc(Cl)cc1)[C@@H]1C(=O)N(C3CCCCC3)C(=O)[C@@H]12,-35,19%,42%,2%,0%,-4%,-11%
O=C(c1cc2c(s1)CCC2)N1CCN(c2ccccc2)CC1,6,-3%,1%,1%,7%,?,0%
CCCCC1=CC2=CC(=O)C(C)(OC(=O)CC)C(=O)C2=CN1C1CCCC1 (configuration not stated),9,1%,122%[activator],-6%,-4%[11.5 µM],-2%,0%
COc1ccc(N2CCN(CCC(=O)c3ccc4ccccc4c3)CC2)cc1,7,0%,4%,2%,-3%,-24%,-6%
CC(=O)c1ccc(N2CCN(S(=O)(=O)c3c(C(=O)N4CCCCC4)c(C)n(C)c3C)CC2)cc1,-33,15%,146%[activator],0%,-7%,14%,-3%
COc1ccccc1N1CCN(CC(=O)Nc2nc(C)c(C(=O)N(C)C)s2)CC1,-6,9%,2%,-1%,1%,34%[activator],-5%
CCc1nn2c(=O)cc(COC(=O)c3cccc(NC(=O)CCc4ccccc4)c3)nc2s1,6,/,/,-3%,/,/,-3%
O=C(CSc1ncnc2c1cnn2CCO)Nc1cccc(C(F)(F)F)c1,-34,-4%,-10%,4%,6%,-10%,?
CC1CCC(NC(=O)C2CC(=O)N(c3ccc4c(c3)OCCO4)C2)CC1 (configuration not stated),-23,-21%,-7%,-4%,2%,4%,3%
Cc1cc(C(=O)C(C)OC(=O)C2=NNC(=O)CC2)c(C)n1-c1ccc(OC(F)F)cc1 (configuration not stated),-16,?,62%[activator],2%,1%,-9%,?
CCCN1CCN(C(=O)CCCNC(=O)c2ccc(Cl)cc2)CC1,28,5%,-11%,-8%,4%,1%,?
CC1CC(C)CN(CCCNC(=O)CN2C(=O)c3cccnc3Oc3ccc(Cl)cc32)C1 (configuration not stated),0,6%,17%,0%,9%,-3%,1%
Cc1ccc(CNC(=O)C(=O)NCC2OCCCN2S(=O)(=O)c2ccc(F)cc2)cc1 (configuration not stated),-10,/,31%,1%,-1%,-10%,0%
COC(=O)c1ccccc1NC(=O)c1ccc(F)cc1,-39,?,-22%,2%,2%,1%,-4%
COc1ccc(-c2nc(C#N)c(NCCN(C)C)o2)cc1,15,3%,/,-3%,/,-3%,/
CSc1ccccc1OCc1cc(C(=O)NCCCn2nc(C)cc2C)no1,110,-21%,114%[activator],-12%,-1%,-23%,-10%
O=S(=O)(Nc1nc2ccccc2nc1NCc1ccco1)c1ccc(F)cc1,-31,1%,-44%,-20%,2%,7%,-3%
COc1cc(OC)c(OC)cc1/C=N/NC(=O)c1cccc(S(=O)(=O)N2CCOCC2)c1,-22,-13%,85%[activator],2%,1%,16%,-2%
CN1C(=O)c2ccccc2Sc2ccc(NC(=O)c3ccccc3F)cc21,-35,/,/,-5%,/,/,-3%
Cc1cc(C(=O)COC(=O)c2ccc(NC(=O)CC#N)cc2)c(C)n1-c1ccc(OC(F)F)cc1,-5,-24%,-46%,1%,/,13%,/
CCOC(=O)C1C(=O)C=C(c2ccc(C)cc2)CC1c1ccccc1 (configuration not stated),1,-5%,-4%,0%,0%,-13%,4%
O=C(NCc1cccs1)C1CC(=O)N(c2ccccc2)C1 (configuration not stated),8,0%,-15%,-1%,0%,2%,0%
O=C(CN1CCCCC1)Nc1ccc(F)c(Cl)c1,3,5%,-4%,2%,3%,11%,?
O=C(CSc1cccc[n+]1[O-])N1CCCc2ccccc21,?,5%,-5%[11.4 µM],1%,1%,-15%,-13%
CCCCNC(=O)C1(C)CCN1C(=O)Cc1cccc2ccccc12 (configuration not stated),-38,/,/,3%,/,0%,/
COc1ccccc1NC(=O)c1cccc(S(=O)(=O)N2CCOCC2)c1,13,4%,5%,-4%,2%,10%,?

# Random excerpt: five entries already listed
Molecule,HCMV antiviral,HCV inh,AmpC no deterg,TbPYK inhibitor,LmPK inh,AMA1-RON2 inh,AmpC detergent
COc1cc(OC)c(OC)cc1/C=N/NC(=O)c1cccc(S(=O)(=O)N2CCOCC2)c1,-22,-13%,85%[activator],2%,1%,16%,-2%
O=C(CN1CCCCC1)Nc1ccc(F)c(Cl)c1,3,5%,-4%,2%,3%,11%,?
CCOC(=O)C1C(=O)C=C(c2ccc(C)cc2)CC1c1ccccc1 (configuration not stated),1,-5%,-4%,0%,0%,-13%,4%
CN1C(=O)c2ccccc2Sc2ccc(NC(=O)c3ccccc3F)cc21,-35,/,/,-5%,/,/,-3%
CCCCNC(=O)C1(C)CCN1C(=O)Cc1cccc2ccccc12 (configuration not stated),-38,/,/,3%,/,0%,/

# (more compounds)
Molecule,HCMV antiviral,HCV inh,AmpC no deterg,TbPYK inhibitor,LmPK inh,AMA1-RON2 inh,AmpC detergent
COc1ccc(CNC(=O)CN(c2cccc(OC)c2)S(C)(=O)=O)cc1,-26,7%,-6%,-21%,-1%,13%,?
Cc1cn(CC(=O)NCCCc2ccccc2)c(=O)[nH]c1=O,24,2.8µM*,/,2%,/,24%,/
CC(=O)Nc1ccc(S(=O)(=O)Nc2cccc(-c3nc4cc(C)ccc4o3)c2)cc1,?,?,/,-9%,/,-1%,/
Cc1ccc(C(=O)NC2(C(F)(F)F)N=C(c3ccccc3)N(C3CCCCC3)C2=O)cc1 (configuration not stated),15,/,/,2%,/,/,3%
Cn1nccc1C(=O)OCC(=O)Nc1nc(-c2ccccc2)cs1,84,4%,-19%,-10%,-2%,-10%,-7%
Cc1ccccc1-c1ccc(/C=C2/SC(N3CCOCC3)=NC2=O)o1,-17,?,2%,-1%,6%,-18%,-6%
COc1cc(NC(=O)c2ccccc2F)ccc1NC(=O)c1ccccc1Cl,?,?,-22%,-3%,-2%,-10%,-8%
COc1cc2sc3ccc(C#Cc4ccccn4)cc3c(=O)c2cc1OC,-8,37%[activator],/,6%,/,40%[activator],/
Cc1cc(NC(=O)CSc2nnc3c(C)cc4cc5c(cc4n23)OCO5)no1,/,/,-22%,/,-2%,/,?
O=C(c1ccncc1)N1CCN(C2CCCCC2)CC1,-13,3%,-9%,21%,-10%,7%,4%
CCCn1c(=O)c(C(=O)Nc2c(C)n(C)n(-c3ccccc3)c2=O)c(O)c2ccccc21,33,9%,-3%,3%,-5%,?,?
COc1cccc(-c2nc(SCC(=O)NCC3CCCO3)c(-c3ccc(C)cc3)[nH]2)c1 (configuration not stated),-24,/,/,-6%,/,/,13%
Cn1c(NC(=O)C[n+]2cc(-c3ccccc3)n3c2CCC3)cc(=O)n(C)c1=O,12,3%,-18%,-4%,-1%,8%[2.32 µM],?
COc1cc(CNCc2ccncc2)cc(OC)c1OC,40,-6%,-14%,-5%,0%,-3%,?
COc1ccc(-c2nnn(CC(=O)N(Cc3ccccc3Cl)C(C(=O)NCC3CCCO3)c3ccco3)n2)cc1OC (configuration not stated),18,?,192%[activator],-24%,1%,5%,0%
O=C1[C@H]2[C@@H](c3ccccc3)N[C@]3(CCCN(Cc4ccc(Cl)cc4)C3=O)[C@H]2C(=O)N1Cc1ccccc1,-4,/,/,-7%,/,0%,/
CCOC(=O)c1[nH]c2ccc(OCC)cc2c1NC(=O)CN1CCCC(C)C1 (configuration not stated),-25,?,50%,-2%,7%,7%,6%
Cc1ccc2oc(C(=O)NCC(c3ccc(Cl)cc3)N3CCOCC3)c(C)c2c1 (configuration not stated),-3,/,/,0%,/,/,17%
COc1ccc(Cc2nc(-c3ccc(NC(=O)c4cccnc4)cc3)no2)cc1,-40,-29%,-4%,0%,0%,-1%,-1%
CC(C)(C)c1csc(NC(=O)c2cccs2)n1,-31,?,-42%,1%,-7%,-12%,1%
O=C(Nc1ccc2oc(=O)ccc2c1)c1cccnc1Cl,28,-3%,-28%,4%,0%,-2%,-1%
O=C1C2CC=CCC2C(=O)N1c1n[nH]c(Cc2ccccc2)n1 (configuration not stated),43,10%,-7%,-6%,2%,-2%,?
CCOC(=O)/C=C1\CC(=O)Nc2nonc2N1,13,5%,-16%,-23%,5%,?,-2%
